# Texas Red fluor = compound fluoresces in the Texas Red spectral region | Compound fluorescence, Texas Red channel, 547/618 nm; active compounds read high | max dye-equivalent concentration, M | hit rate 0.06% among 59,000 | AID 587; in the data active = max dye-equivalent concentration above about 10 nM; inconclusive = between about 1.1 nM and that limit
#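 Compound fluorescence was read after 15 min at room temperature in 100 mM Tris, pH 8.0, using 547 nm excitation and 618 nm emission across a concentration series. It was expressed as Texas Red dye-equivalent concentration from an on-plate standard curve.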
# CRE Fsk mod = CRE-bla signaling modulation under forskolin stimulation; hit rate 2.5% among 71,000; Potency, µM (top dose mostly 38.2 µM), for the others: top-dose activity change, negative = inhibition, hits mostly activators; CHO CRE-bla reporter (cAMP response element driving beta-lactamase), forskolin EC10, beta-lactamase ratio; active = well fitted activation curve with a large enough effect in the signal ratio, with a control signal flat, not every such curve was filed as active; inconclusive = small, poorly fitted or top-dose-only effect, or effect the other way, or a change in a side signal; the % refers to the signal ratio; note: potency is the fitted concentration of half-maximal effect; % of control where 0% means no effect
#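 Beta-lactamase reporter under a cAMP responsive element in CHO cells; compounds tested in titration series against EC10 NKH 477, 3 h at 37 °C. Read-out: CCF4 FRET ratio 460nm/530nm (excitation 405nm) giving %Activity, fitted to AC50.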
# UbGFP stabilizer = ubiquitin-GFP accumulation via proteasome inhibition. 67,000 tested, under 10 active. Potency, µM (highest dose often 45.9 µM), for the others: at the highest dose activation (GFP accumulation), actives largely listed as activators. Ubiquitin-GFP reporter cells, proteasome inhibition, GFP fluorescence; response scale: untreated = 0%, 10 µM MG-132 = 100%; active = well fitted activation curve with a large enough effect, not every such curve was filed as active; inconclusive = small, poorly fitted or top-dose-only effect, or another doubt; inactive = no such curve, though single readings can be large or run the other way; note: potency is the fitted concentration of half-maximal effect
#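 Reporter cells (U2OS, ubiquitin-G76V-GFP fusion) are plated overnight, then treated 4 hr at 37 °C with compound titrations from 46 uM down to 2.9 nM. Activity is scaled against untreated cells and 10 uM MG-132.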
# ERK AVP inh = inhibitors of vasopressin-stimulated ERK signaling pathway; HEK293-V1b, vasopressin-stimulated pERK AlphaScreen; Potency, µM (doses to about 57.5 µM), inactives show at the highest dose activity, negative = inhibition, usual class: inhibitors; hit rate 0.99% among 72,000; AID 995; note: potency is the fitted concentration of half-maximal effect; % is set by controls: 0 for no effect and ±100 for the full control effect; nearly all actives have a fitted effect of over 55% in size
#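 HEK293 cells stably expressing V1b receptor, preincubated 30 min at 37 °C with compound, then stimulated 5 min with 25 nM vasopressin. Phospho-ERK by AlphaScreen SureFire after 5 h RT; normalized to DMSO and vasopressin; AC50 by Hill fit.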
# A350 autofl = compound fluoresces in the Alexa 350 spectral region; hit rate 11% among 59,000; AID 590; max dye-equivalent concentration, M; Compound autofluorescence, 340/450 nm, Alexa 350 dye-equivalents; active compounds read high; in the data active = max dye-equivalent concentration above about 10 nM; inconclusive = mostly about 1.1 nM to 9.6 nM
# FLuc inh = firefly luciferase inhibition; P08659; purified firefly luciferase, luminescence, 8 min; Potency, µM (highest dose often 57.1 µM), for the others: at the highest dose activity change, negative = inhibition, usual class: inhibitors; hit rate 2.2% among 72,000; AID 411; note: potency is the fitted concentration of half-maximal effect; % is set by controls: 0 for no effect and ±100 for the full control effect; nearly all actives have a fitted effect of over 40% in size
# Target sequence (P08659 whole entry, looked up): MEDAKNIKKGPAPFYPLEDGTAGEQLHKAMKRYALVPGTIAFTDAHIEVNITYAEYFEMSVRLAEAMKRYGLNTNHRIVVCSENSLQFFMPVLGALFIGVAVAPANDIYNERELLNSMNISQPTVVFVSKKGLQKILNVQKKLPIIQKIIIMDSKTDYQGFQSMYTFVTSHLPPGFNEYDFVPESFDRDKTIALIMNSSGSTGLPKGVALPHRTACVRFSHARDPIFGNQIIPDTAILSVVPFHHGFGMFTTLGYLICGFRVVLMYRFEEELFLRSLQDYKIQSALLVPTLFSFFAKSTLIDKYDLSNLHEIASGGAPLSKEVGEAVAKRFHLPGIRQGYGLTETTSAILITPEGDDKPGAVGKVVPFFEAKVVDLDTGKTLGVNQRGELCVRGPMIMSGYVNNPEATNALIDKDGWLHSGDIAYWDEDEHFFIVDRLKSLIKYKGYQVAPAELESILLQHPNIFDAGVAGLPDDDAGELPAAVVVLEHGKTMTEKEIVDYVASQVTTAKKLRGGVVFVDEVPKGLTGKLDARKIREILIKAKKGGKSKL
#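 Here, luciferase activity is measured as luminescence following an 8 min room-temperature reaction at 10 uM ATP, pH 7.2. Every library sample is titrated.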
# Fluorescein autfl = compound fluoresces in the fluorescein spectral region | Compound autofluorescence, 480/540 nm, fluorescein-equivalent; active compounds read high | max fluorescein-equivalent concentration, M | hit rate 0.91% among 59,000; in the data active = max fluorescein-equivalent concentration above about 10 nM; inconclusive = between about 1.1 nM and that limit
#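 Each compound is tested across a concentration series in 100 mM Tris buffer at pH 8.0. After 15 min at room temperature, plates are imaged with 480 nm excitation and 540 nm emission filters, and intensities are converted to fluorescein-equivalent values.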
# Epigenetic mod = epigenetic GFP locus derepression in mouse cells; Potency, µM (highest dose often 46.1 µM), without a hit: top-dose GFP derepression (activation); hit rate 0.09% among 68,000; mouse C127i GFP locus derepression, cytometry, 30 h; note: % of control where 0% means no effect
#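 Murine C127i mammary cells carrying a silenced, stably integrated CMV-driven GFP reporter were treated with compound for 30 hours at 37 C. After PBS washes, GFP-positive cells were counted by laser-scanning microplate cytometry.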
# Hsp90 Hop PPI = changes Hsp90-Hop TPR2A binding signal, up or down | Potency, µM (series often up to 57 µM), for the others: at the highest dose activity change, negative = inhibition | hit rate 0.44% among 71,000 | AlphaScreen TPR2A-His6 binding biotin-Hsp90 C-terminal peptide; active = well fitted curve in either direction with a large enough effect; inconclusive = small, poorly fitted or top-dose-only effect, or another doubt; note: potency is the fitted concentration of half-maximal effect; % is set by controls: 0 for no effect and ±100 for the full control effect; many of its hits are not listed in these tables
# 4-MU autofl = compounds fluorescent in 4-MU spectral region; compound autofluorescence, 340/450 nm, 4-MU equivalents; active compounds read high; max dye-equivalent concentration, M; hit rate 11% among 59,000; in the data active = max dye-equivalent concentration above about 10 nM; inconclusive = mostly about 1.1 nM to 9.6 nM
#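 Compounds in 100 mM Tris, pH 8.0, sat 15 min at room temperature before fluorescence was read at 340 nm excitation/450 nm emission; a per-plate six-point 4-MU standard curve converted signals to dye-equivalent concentration at each compound concentration.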
# HBB splice mod = modulators of hemoglobin beta chain splicing; HBB splicing reporter cell assay, activation; EGFP reporter with mutant IVS2-654 intron; response scale: normalised to 500 nM splice-correcting PNA; Potency, µM (doses to about 46.1 µM), without a hit: at the highest dose activation, actives largely listed as activators; hit rate 0.06% among 65,000; AID 925; note: potency is the fitted concentration of half-maximal effect; 0% is about no effect
#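 HeLa cells stably expressing EGFP interrupted by mutant beta-globin intron 2 (IVS2-654), 500/well in 2% FCS. Treated with compound for 2 days at 37C. Splicing correction scored as total well GFP intensity (488 nm excitation, 500-520 nm emission); 500 nM antisense PNA served as control.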
# An asterisk follows results filed as active; i = inactive; ? = inconclusive; · = no result given; & = joins results of further samples; [ ] = remark or other dose. Unless noted, calls come from the whole dose curve; as a rule, active = well fitted curve in the direction sought with a large enough effect; inconclusive = small, poorly fitted or top-dose-only effect, or another doubt; inactive = no such curve, though single readings can be large; an effect the other way counts as inactive or inconclusive.
SMILES,Texas Red fluor,CRE Fsk mod,UbGFP stabilizer,ERK AVP inh,A350 autofl,FLuc inh,Fluorescein autfl,Epigenetic mod,Hsp90 Hop PPI,4-MU autofl,HBB splice mod
Cc1nn(-c2ccccc2)c2sc(C(=O)N3CCCCC3)cc12,i,3.2µM*,0%,20%,i,-23%,i,-2%,3%,i,-0.2%[57.5 µM]
Cc1ccc2[nH]c(=O)c(CN(C)C(=O)c3ccccn3)cc2c1,?,2%,-3%,14%,i,2%,i,2%,-5%,i,-0.5%
Cc1cccc(N2CCN(CCNC(=O)c3cc4c(s3)CS(=O)(=O)C4)CC2)c1C,i,-10%,-3%,-16%,i,1%,i,2%,-15%,i,0.9%
CN1C(=O)C2(OCC(COc3ccc(Cl)cc3)O2)c2ccccc21 (stereo unspecified),?,-7%,5%,-29%,i,-2%,i,-2%,27%,i,-0.8%
O=S(=O)(NCc1ccco1)N1CCCCCC1,i,6%,2%,-20%,i,1%,i,0%,-5%,i,-1.5%
O=C(Nc1ccc(S(=O)(=O)N2CCOCC2)cc1)c1ccco1,?,5%,1%,-9%,i,1%,?,-3%,-4%,i,-1.2%
COc1ccc(CNc2ncnc3ccc(-c4cccc(NS(C)(=O)=O)c4)cc23)c(OC)c1,i,?,13%,?,i,2%[2.29 µM],i,9%[9.22 µM],-8%,i,-2.3%
COc1ccc2[nH]c(=O)c3c(c2c1)OC(C)(C)C=C3,?,?,-3%&3%,-25%,2.1e-07M*,3%,?,2%,-1%&0%,2.3e-07M*,0.5%[57.5 µM]
Nn1c(SCC(=O)NC2CCCCC2)nnc1-c1ccccc1,i,-1%,1%,-7%,9.3e-08M*,1%,i,1%,0%,1.2e-07M*,·
Cc1ccc(-c2c3c(=O)n(C)c(=O)n(C)c3cn2Cc2cccnc2)cc1,i,-4%,-3%,-8%,i,-1%,?,0%,-4%,i,1.9%[57.5 µM]
COc1ccc(C/C(O)=C(\C#N)c2nc3ccccc3s2)cc1,i,-15%,0%,-23%,i,3%,i,0%,-3%,i,-0.2%[57.5 µM]
Cc1cccc(OCC(=O)Nc2ccc(S(=O)(=O)N3CCCC3)cc2)c1,·,-1%,19%,-18%,·,1%,·,-2%,0%,·,-0.2%[9.22 µM]
CC1=C(C(=O)NCCN2CCOCC2)C2(CCC(C)CC2)OC1=O (stereo unspecified),·,2%,?,-2%,·,1%,·,3%,-1%,·,-0.4%
O=C(Cn1ncc2c1-c1ccccc1OC2)N(Cc1ccco1)C1CCCCC1,·,-14%,6%,-6%,·,-4%,·,0%,-8%,·,-0.7%
CCc1nnc(NC(=O)c2ccc(N(C)S(=O)(=O)c3ccccc3)cc2)s1,i,-2%,-3%,-7%,i,2%,i,4%,-4%,i,-0.3%
O=C(COC(=O)C1=COCCO1)Nc1ccccc1Oc1ccccc1,i,?,-2%,8%,i,0%,i,0%,0%,i,4.6%
O=C(Nc1ccccc1)N1CC2(CCN(S(=O)(=O)c3ccccc3)CC2)C1,i,-2%,2%,-19%,i,-2%[11.4 µM],i,0%[9.22 µM],-2%,i,1.3%
Cc1ccc(S(=O)(=O)Nc2cc(C)nn2-c2ccccc2)cc1,i,-11%,7%,-13%,i,-1%,i,-2%,-3%,i,0.3%
CCC(CO)N=CC1=C(O)CC(C)(C)CC1=O (stereo unspecified),·,2%,3%,-2%,·,3%,·,0%,-4%,·,1.0%
O=C(CN(Cc1ccc2c(c1)OCO2)C(=O)CSc1nc2ccccc2o1)NC1CCCCC1,i,-14%,2%,-8%,?,1%,i,-2%,1%,?,-0.2%[57.5 µM]
COc1cc(S(C)=O)ccc1-c1nc2ncccc2[nH]1 (stereo unspecified),?,14%[17.1 µM],7%[20.5 µM],-4%,?,-16%[25.5 µM],i,2%[20.6 µM],-5%[26 µM],?,0.9%[20.6 µM]
CCSc1nc(-c2ccco2)ccc1C#N,i,-2%,-10%,-14%,i,2%,i,0%,-4%,i,-0.9%
Cc1nc2cnc(N(C)C)nc2n(C[C@H]2CCCO2)c1=O,i,10µM*,2%,-13%,2.7e-08M*,2%[11.4 µM],i,3%[9.22 µM],-2%,2.1e-08M*,-1.5%
CCOC(=O)c1c(-c2ccc(C)cc2C)csc1NC(=O)CSc1nnnn1C,i,15%,4%,-6%,i,1%,i,-3%,3%,i,-0.3%[57.5 µM]
COc1cc(NC(=O)c2ccc3c(=O)n(Cc4ccco4)c(=S)[nH]c3c2)cc(OC)c1OC,i,?,3%,?,i,-1%,i,0%,-11%,i,-1.2%
O=C(c1cccc(F)c1)N1CCC2(CC1)CN(c1ncccn1)C2,i,-3%,-6%,-2%,i,0%[11.4 µM],i,0%[9.22 µM],?,i,3.4%
Cc1nc(/C=[N+](\[O-])C(C)(C)/C=N/O)n(O)c1C,i,9%,3%,-9%,?,-1%,?,2%,-9%,?,-1.6%[57.5 µM]
C/C(=C\c1ccccc1)CN1CCN(c2ccccc2)CC1,·,11%,-12%,0%,·,-6%,·,-4%,10%,·,-0.4%[9.22 µM]
FC(F)C(F)(F)C1=CC(c2ccccc2)=NCCN1,·,0%,-12%,-11%,·,2%,·,4%,-1%,·,-0.1%[9.22 µM]
Cn1c(=O)c2[nH]c(SCc3ccccn3)nc2n(C)c1=S,i,10%[7.6 µM],-2%[9.17 µM],16%[11.5 µM],i,5%[11.4 µM],?,13%[9.22 µM],-6%[11 µM],i,-0.1%[9.22 µM]
CCOc1ccc(-c2cc(C(=O)N3CCN(C)CC3)c3ccccc3n2)cc1,i,8%,-1%,-28%,5.1e-07M*,2µM*,?,2%,-3%,3.9e-07M*,-1.1%[57.5 µM]
COCc1cc(=O)[nH]c(Nc2nc(C)c3ccc(C)cc3n2)n1,i,8%,-5%,-3%,i,1%,i,-1%,-2%,i,·
O=C(CCN1CCN(c2ccccc2)CC1)Nc1nccs1,?,-9%,-1%,-18%,i,3%,i,-1%,-4%,i,·
Cc1cc(NC(=O)c2ccc(Cl)cc2)no1,i,3%,0%,-4%,i,?,i,5%,-1%,i,·
CCOC(=O)c1c(C)nc2sccn12,i,13µM*,14%,?,i,0%,i,0%,-4%,i,-0.8%
CCC(C)(C)NC(=O)CN(C(=O)c1snc(C(N)=O)c1N)c1ccc2c(c1)OCO2,i,-6%,-5%,8%,?,3%,i,1%,-3%,?,-2.3%
O=C(NCc1ccc(F)cc1)c1noc2c1CCCC2,i,-3%,0%,-11%,i,-1%,i,-2%,1%,i,-4.1%
Cc1ccc(S(=O)(=O)CCc2nc3ccccc3n2CCC#N)cc1,·,1%,6%,-11%,·,0%,·,1%,-3%,·,-1.4%
CC1CCCN(C(=O)CSc2nnc(-c3ccc(S(=O)(=O)N4CCOCC4)cc3)n2C)C1 (stereo unspecified),?,3%,-2%,-9%,i,2%,i,9%,-1%,i,·
COc1ccc(N2C(=O)CC(N3CCN(c4ccc(S(=O)(=O)N5CCCC5)cc4)CC3)C2=O)cc1 (stereo unspecified),i,-2%,0%,-26%,i,3%,i,0%,-7%,i,2.8%
CCc1ccc(NC(=O)CS(=O)CC(=O)NC(C)CCc2ccco2)cc1 (stereo unspecified),i,-2%,0%,-18%,?,1%,i,-1%,-2%,?,·
COc1ccc2[nH]cc(CCNc3ncnc4ccc(-c5c(C)noc5C)cc34)c2c1,i,?,3%,-17%,i,1%[2.29 µM],i,3%[9.22 µM],-23%,i,0.3%
Cn1c(=O)[nH]c(=O)c2c1nc(N1CCNCC1)n2CCOc1ccccc1,i,0%,-4%,0%,i,5%,i,-1%,-2%,i,·
Cc1noc(C)c1C(=O)N1CCC2(CCN(Cc3ccccc3)CC2)CC1,i,-1%,-11%,9%,i,1%[11.4 µM],i,2%[9.22 µM],-3%,i,-1.2%
CC(=O)N[C@@H](CS)C(=O)O,i,·,·,6%,i,0%[25.5 µM],?,0%[20.6 µM],·,i,·
Cc1ccc(C)c(N2CCN(C(=O)COc3cc(=O)n(C)c4ccccc34)CC2)c1,?,?,-8%,-15%,i,2%,i,0%,-1%,i,1.9%
O=C(CS(=O)(=O)Cc1ccccc1)N1CCc2ccccc2C1,i,-15%,-1%,-18%,i,-2%,i,0%,-3%,i,0.3%
CC(=O)NC1C(=O)N(CCc2ccccc2)c2ccccc21 (stereo unspecified),i,-7%,0%,-8%,i,-2%,i,-3%,-5%,i,·
CC(C)CNS(=O)(=O)c1ccc(C(=O)Nc2ccc3c(c2)OCCO3)cc1,i,-10%,-2%,-11%,i,-25%,i,1%,3%,i,-0.4%[57.5 µM]
CCOC(=O)c1ccc(NC(=O)C2C3C=CC(C3)C2C(=O)O)cc1 (stereo unspecified),·,4%,-9%,-9%,·,-1%,·,-2%,-2%,·,-1.1%

# Screens (PubChem BioAssay)

# An excerpt. The share of hits here may be higher or lower than overall.
